Wnt act = Wnt/beta-catenin pathway activators, primary screen, cell-based, plate reader, single point. Wnt/beta-catenin reporter cell assay, activator. activation, % at 9.35 µM. actives 1.2% (n = 300,000); in the data active = activation above about 30%, passing the limit was not always enough;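 also: 0% = neutral control wells and 100% = positive control wells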
phage Ecoli inh = growth loss of phage-infected E. coli, primary screen, RecBCD inhibitor project, absorbance, with phage, HTS. AID 651602, 2012. actives 0.26% (n = 360,000). inhibition, % at 11.9 µM; in the data active = inhibition above about 11%
The depositor's hits bear a star. Some of the compounds tested; rates above refer to the full screens.

SMILES	Wnt act	phage Ecoli inh
CC1CCC(NC(=O)c2[nH]c(C(F)(F)F)nc2-c2ccccc2)CC1 (stereo unspecified)	-1	3.0
Cc1cccc(C)c1NC(=O)C1c2ccccc2OCC(=O)N1Cc1ccco1 (stereo unspecified)	-2	4.9
CCCCC1Cc2[nH][nH]c(=O)c2C(c2ccc(F)cc2)O1 (stereo unspecified)	-3	2.2
N#Cc1cccc(NC(=O)c2cc(C3CCCCN3C(=O)c3ccccn3)on2)c1 (stereo unspecified)	-1	-0.9
COC(=O)C1=CN(c2cccc(OCc3ccccc3)c2)C(N)=C(C#N)C1c1ccccc1 (stereo unspecified)	-5	1.6
CC(=O)c1cccc(-c2cnc3c(NC=O)cc(-c4ccc(F)cc4)cn23)c1	-1	1.1
CC1(C(=O)Nc2ccc3c(c2)OCCO3)CCN1Cc1ccccc1OC(F)F (stereo unspecified)	-4	2.1
COc1cc2oc(=O)cc(CN3CCN(c4ccccc4F)CC3)c2cc1Cl	-2	0.6
CCCCC[C@H](C)N1C[C@@H](COCc2ccccc2)Oc2cc(N3CCC[C@H]3CO)ccc2S1(=O)=O	-2	2.4
Cc1cc(NC(=O)CS(=O)(=O)c2cn(Cc3cccc(C(F)(F)F)c3)c3ccccc23)no1	-3	2.4
CCc1nc2c(OCc3ccc(C(=O)N(C)C)cc3)cccn2c1N(C)C(=O)c1ccc(C)cc1	0	3.9
COC(=O)c1cc2c(c3c4cc(F)ccc4n(S(=O)(=O)c4cccc(C)c4)c13)C(=O)N(Cc1ccccc1OC)C2	-4	1.0
CC(C)CC1O[C@@H](C)[C@@H]2CN3CCc4c([nH]c5ccccc45)[C@@H]3C[C@@H]2N1C (stereo partly specified)	-3	3.8
CCCNC(=O)C1(C)CCN(Cc2ccc(-n3ccnc3)cc2)C1 (stereo unspecified)	-1	3.3
CCNC(=O)C1(C)CCN(C(=O)c2ccc(OC)c(OC)c2)C1 (stereo unspecified)	-1	3.8
O=C1NC[C@H](CCCCN2C[C@H](Cc3ccccc3)N(CCC3CCCCC3)C(=O)C2=O)N(CC2CCCCC2)C1=O	1	1.7
CC(=O)Nc1cc(-c2ccc(N(C)C)cc2)cn2c(-c3ccc(F)c(Cl)c3)cnc12	12	-0.9
Cc1cc2oc(=O)cc(CN(C)Cc3ccccc3)c2cc1C	8	-0.6
O=C1c2ccccc2C(c2nnnn2-c2ccc3c(c2)OCCO3)N1CCc1ccccc1F (stereo unspecified)	4	-1.7
COCCNC(=O)C1CCCN(C(=O)c2ccnc(Cl)c2)CC1 (stereo unspecified)	-5	1.6
O=C(NCc1cccnc1)c1cc(C2CCCCN2C(=O)OCCF)on1 (stereo unspecified)	-2	1.2
CCCCCC(=O)NC1CCCCN(C)C1=O (stereo unspecified)	-1	-0.2
Cc1ccccc1-c1csc(C(C)(O)c2ccc(F)c(F)c2)n1 (stereo unspecified)	-2	3.5
COc1ccccc1CC1(C)C(=O)Nc2ccc(OC(F)(F)F)cc21 (stereo unspecified)	-2	-0.1
COC(=O)C1=CN(c2ccc(Oc3ccccc3)cc2)C(N)=C(C#N)C1c1ccc(-c2ccccc2)cc1 (stereo unspecified)	0	1.4
Cc1ccc(F)cc1C(=O)N1CCCC1(C)C(=O)NCC(C)C (stereo unspecified)	1	0.0
O=C(Nc1cccc(OC(F)(F)F)c1)[C@@H]1O[C@H](CO)[C@H](O)[C@H](O)[C@H]1O	-3	1.5
COc1ccc(CN2C[C@H](COCc3ccccc3)Oc3cccc(Oc4ccc(C(C)C)cc4)c3S2(=O)=O)cc1	-5	2.5
CC(C)C[C@H]1CNC(=O)C(=O)N1C[C@H]1CCCN1C[C@H](Cc1ccc(O)cc1)N1C[C@H](CC(C)C)N(CC2CCCCCC2)C(=O)C1=O	-2	1.4
CCCCn1nnnc1C1(C)CCC(=O)N1CCc1ccc(OC)c(OC)c1 (stereo unspecified)	-3	2.1
COC(=O)[C@H](CC(C)C)NC(=O)/C=C/[C@H]1O[C@@H](n2cc(C)c(=O)[nH]c2=O)C[C@@H]1O	-1	4.3
COc1cc(CNC(=O)c2cc(-c3cc(F)ccc3OC(C)C)n[nH]2)cc(OC)c1	-2	1.4
CC(=O)OC[C@@H]1CN(Cc2ccccc2)C[C@H](n2cnc3c(N4CCN(c5ccccc5)CC4)ncnc32)O1	0	1.3
CC(C)C[C@H]1COc2cc(N3CCN(Cc4ccccc4F)CC3)ccc2S(=O)(=O)N1	-3	2.6
CCCCOCCCNC(=O)C[C@@H]1C[C@@]2(C(=O)OCC)CCC=C2N(Cc2ccco2)C1=O	-3	-1.0
CNC[C@H]1OCc2cnnn2CCCC(=O)N([C@@H](C)CO)C[C@@H]1C	0	4.0
c1ccc2sc(-n3cc(C4CCCCC4)nn3)nc2c1	13	0.2
COC(=O)C1=C(C)N(Cc2cccc(C(F)(F)F)c2)C(=NCc2cc(OC)c(OC)c(OC)c2)NC1c1cccc(Cl)c1 (stereo unspecified)	-28	1.9
COc1ccc(C2=Nc3ccccc3N(C(=O)c3ccc(C(F)(F)F)cc3)C2C(=O)NCc2ccccc2)cc1 (stereo unspecified)	2	3.0
CCCCCCCCN1C(=O)[C@H](CC(=O)NCc2ccc(C)o2)C[C@@]2(C(=O)OCC)CCC=C12	-7	-0.8
Cc1ccc(-c2cc(NC=O)c3ncc(-c4cccc(C(=O)N(C)C)c4)n3c2)cc1	-3	5.7
CCOC(=O)C1(C)CCCN1C(=O)c1ccccc1F (stereo unspecified)	-3	2.2
CC(C)C[C@H]1CN([C@@H](CC(C)C)CN2CCC[C@H]2CN2C(=O)C(=O)NC[C@@H]2Cc2ccc(O)cc2)C(=O)C(=O)N1CCc1ccccc1	-2	2.2
O=C(Nc1nnc([C@@H]2C[C@H](O)[C@@H](CO)O2)s1)c1cccc(C(F)(F)F)c1	-3	0.5
Cc1cccc(C)c1-n1nnnc1C1(C)CCC(=O)N1CCc1ccccc1F (stereo unspecified)	-3	1.3
N#Cc1ccc(S(=O)(=O)N2CCCCC2c2cc(C(=O)NCc3cccnc3)no2)cc1 (stereo unspecified)	-3	3.4
COC(=O)C1=C(C)N(Cc2cccc(C(F)(F)F)c2)C(=NCc2cc(OC)c(OC)c(OC)c2)NC1CCc1ccccc1 (stereo unspecified)	-2	3.4
COCCNC(=O)c1cccc2c(-c3cccc(C(N)=O)c3)coc12	0	1.4
CC(C)c1cc(Cn2c3ccccc3c(=O)n2C(C)C)on1	-2	2.2
CC(C)Cc1ccc(CN2C(C(C)C)C(=O)N(Cc3cn(CCC4OCCO4)nn3)CCS2(=O)=O)cc1 (stereo unspecified)	-2	1.6
CC(=O)Nc1cccc(-c2ccnc3c2CC(C)(C(=O)NCCc2ccccc2)O3)c1 (stereo unspecified)	-1	3.3
CC(=O)C1=C(C)N(Cc2ccc(F)cc2)C(=S)NC1c1cccc(Br)c1 (stereo unspecified)	-7	1.7
COc1cc(OC)nc(Nc2nc(C(C)N)cs2)n1 (stereo unspecified)	-1	2.6
Cc1noc(-c2ccccc2)c1NC(=O)Nc1ccc2nc([C@H]3C[C@H](O)[C@@H](CO)O3)[nH]c2c1	-4	2.4
COc1ccc(OC)c(CC(=O)Nc2ccc3c(c2)c(=O)n(C)n3Cc2cccc(C(F)(F)F)c2)c1	-1	2.6
COCCNc1nc(NCc2cccc(OC)c2)c2sc(-c3ccccc3)cc2n1	-1	4.5
CC1(Cc2cccc(C#N)c2)C(=O)Nc2c(Cl)cccc21 (stereo unspecified)	-1	1.7
CC1(c2nnnn2-c2ccc3c(c2)OCCO3)CCC(=O)N1CCCN1CCOCC1 (stereo unspecified)	-2	3.7
Cc1ccc(CN2C(=O)CSCC2(C)C(=O)NC(C)C)cc1 (stereo unspecified)	5	2.7
COc1ccc(S(=O)(=O)N2CCCCC2c2cc(C(=O)NC(C)C)no2)cc1 (stereo unspecified)	0	0.2
The list goes on.
SMILES	Wnt act	phage Ecoli inh
COC(=O)C[C@@H]1C=C[C@H](NC(=O)c2cnccn2)[C@@H](CO)O1	-3	2.9
CNC(=O)c1ccccc1C1(O)c2ccccc2CCc2ccccc21	1	1.4
CCc1nc2ccc(C(=O)NCCCN(C)C)cn2c1N(C)CCCc1ccccc1	-1	0.0
COC(=O)[C@]12CCCCC=C1N(CCc1ccc(OC)c(OC)c1)C(=O)[C@H](CC(=O)N1CCSCC1)C2	-2	2.3
COC(=O)[C@]12CCCCC=C1N(Cc1ccccc1)C(=O)[C@H](CC(=O)NCCC(C)C)C2	-3	2.8
COC(=O)C1=C(C)N(Cc2ccccc2C(F)(F)F)C(=NCc2cc(OC)c(OC)c(OC)c2)NC1c1ccc(Cl)cc1 (stereo unspecified)	-3	4.1
OCc1ccccc1-c1nc(NCc2ccccc2)nc2ccsc12	-1	1.1
CSC(=NS(=O)(=O)c1ccccc1)NNC(=O)c1c(-c2c(Cl)cccc2Cl)noc1C	-2	-0.2
C[C@H]1CN([C@@H](C)CO)C(=O)CCCn2nncc2CO[C@@H]1CN(C)CC1CC1	-1	2.3
CC(C)(C)n1nnnc1C(c1ccccc1)N1CCN(c2c(Cl)cncc2Cl)CC1 (stereo unspecified)	-1	2.9
COc1ccc(OCCCN2CCC(C(O)(c3ccccc3)c3ccccc3)CC2)cc1	-10	-1.0
COCCNC(=O)c1cc2c(c(-c3cccc(-c4cc5ccccc5o4)c3)n1)[C@H](CCO)N(S(=O)C(C)(C)C)C2 (stereo partly specified)	-2	4.4
O=C(NCc1ccncc1)[C@@H]1CCCN1C(=O)[C@@H]1CCCN1C(=O)c1ccccc1Cl	-1	-0.9
Cn1cnc(S(=O)(=O)N2CCCCC2c2cc(C(=O)NCc3ccc(Cl)c(Cl)c3)no2)c1 (stereo unspecified)	-3	1.9
Cc1cc2nc(C3CCCCC3)c(CC(C)(C)C)n2c(C)c1Br	-3	3.0
CCOC(=O)C1(C)CCN1C(=O)c1ccc(C#N)cc1 (stereo unspecified)	-1	3.4
COc1ccc(-n2ncc(Cl)c(Cl)c2=O)cc1	-2	4.1
Cc1ccccc1[C@H](NC1c2ccccc2C=Cc2ccccc21)P(=O)(c1ccccc1)c1ccccc1	-14	1.0
CCOC(=O)[C@]12CCC=C1N(CCC1=CCCCC1)C(=O)[C@H](CC(=O)N1CCCCC1)C2	-2	2.0
O=c1cc(-c2ccccc2)oc2c1ccc1ccccc12	-2	3.4
Cc1ccccc1-c1csc(C(C)(O)c2ccccc2)n1 (stereo unspecified)	0	2.6
C/C(=N\NC(=O)C1CCCC1)c1ccc(NC(=O)C(F)(F)F)cc1	-2	3.0
C=CCN1C(=O)c2n[nH]c(C)c2C1c1ccc(C)cc1 (stereo unspecified)	0	3.2
CC(C)(C(=O)N1CCC1(C)C(=O)NS(=O)(=O)c1ccccc1Cl)c1ccccc1 (stereo unspecified)	-2	2.2
COC(=O)N1CCCCC1c1cc(C(=O)NCc2ccc(Cl)c(Cl)c2)no1 (stereo unspecified)	-1	1.9
COc1cccc(-c2cc(NC=O)c3ncc(-c4cccc(C(=O)N(C)C)c4)n3c2)c1	-6	0.5
CCCNC(=O)N1C[C@H](O)COC[C@H]2O[C@@H](CC(=O)N[C@@H]3CCN(Cc4ccccc4)C3)CC[C@@H]21	0	2.5
Cc1cc(C)cc(Cn2cc(CN3CC(N4CCN(CCN(C)C)CC4)CS3(=O)=O)nn2)c1 (stereo unspecified)	-4	4.0
Cn1cc(-c2coc3c(C(=O)NCc4cccc(Cl)c4)cccc23)cn1	0	1.9
COc1ccc(-c2cnc3c(NC=O)cc(-c4ccc(C(=O)N5CCOCC5)cc4)cn23)cc1OC	4	1.9
COc1ccc(Cl)c(-c2cc(C(=O)NC(C)C)[nH]n2)c1	0	11
CCOC(=O)C1=CCN(S(=O)(=O)c2ccc(Br)cc2)C1c1ccc(C)cc1 (stereo unspecified)	-2	2.9
COc1ccccc1Cc1c(-c2ccc(C)cc2)nc2c(C)cc(Br)cn12	0	0.3
C[C@@H]1CC2=C(C(=O)OC(C)(C)O2)[C@@H](C2CC2)O1	1	-2.0
CC1(c2nnnn2C2CCCCC2)CCC(=O)N1Cc1ccc2c(c1)OCO2 (stereo unspecified)	1	1.6
CC1(C(=O)NS(=O)(=O)c2ccc(F)cc2F)CCN1C(=O)C/C=C/c1ccccc1 (stereo unspecified)	-1	-0.8
Nc1[nH]c(C(=O)c2ccccc2)c(-c2ccccc2Br)c1C(=O)NCc1ccc(-c2ccccc2)cc1	-2	0.4
O=C(Nc1ccc2ccccc2c1)C(C1CC1)n1c(=O)c(-c2cc3ccccc3[nH]2)nc2ccccc21 (stereo unspecified)	-2	-1.3

Arranged by number of heavy atoms (ascending): part of the list above
SMILES	Wnt act	phage Ecoli inh
C[C@@H]1CC2=C(C(=O)OC(C)(C)O2)[C@@H](C2CC2)O1	1	-2.0
C=CCN1C(=O)c2n[nH]c(C)c2C1c1ccc(C)cc1 (stereo unspecified)	0	3.2
Cc1ccccc1-c1csc(C(C)(O)c2ccccc2)n1 (stereo unspecified)	0	2.6
C/C(=N\NC(=O)C1CCCC1)c1ccc(NC(=O)C(F)(F)F)cc1	-2	3.0
Cn1cc(-c2coc3c(C(=O)NCc4cccc(Cl)c4)cccc23)cn1	0	1.9
COC(=O)N1CCCCC1c1cc(C(=O)NCc2ccc(Cl)c(Cl)c2)no1 (stereo unspecified)	-1	1.9
CC1(c2nnnn2C2CCCCC2)CCC(=O)N1Cc1ccc2c(c1)OCO2 (stereo unspecified)	1	1.6
CC(C)(C(=O)N1CCC1(C)C(=O)NS(=O)(=O)c1ccccc1Cl)c1ccccc1 (stereo unspecified)	-2	2.2
CC1(C(=O)NS(=O)(=O)c2ccc(F)cc2F)CCN1C(=O)C/C=C/c1ccccc1 (stereo unspecified)	-1	-0.8
COc1cccc(-c2cc(NC=O)c3ncc(-c4cccc(C(=O)N(C)C)c4)n3c2)c1	-6	0.5
CCCNC(=O)N1C[C@H](O)COC[C@H]2O[C@@H](CC(=O)N[C@@H]3CCN(Cc4ccccc4)C3)CC[C@@H]21	0	2.5
COc1ccc(-c2cnc3c(NC=O)cc(-c4ccc(C(=O)N5CCOCC5)cc4)cn23)cc1OC	4	1.9
O=C(Nc1ccc2ccccc2c1)C(C1CC1)n1c(=O)c(-c2cc3ccccc3[nH]2)nc2ccccc21 (stereo unspecified)	-2	-1.3
